Screening results deposited in PubChem by National Center for Advancing Translational Sciences (NCATS).
IMPase inh: membrane-permeable compound that blocks inositol monophosphatase. CHO-M1 cells, IP1 accumulation, HTRF TR-FRET ratio. inhibition (IP1 accumulation), % at 46.1 µM. P97697. 120,000 tested, under 10 active; active means well fitted curve in the direction sought with a large enough effect in the signal ratio, not every such curve was filed as active; inconclusive means small, poorly fitted or top-dose-only effect, or a change in a side signal; inactive means no such curve, though single readings can be large or run the other way; the % refers to the signal ratio;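 further: cells stimulated with carbachol in lithium chloride buffer; plate controls were DMSO basal wells for no effect and reference inhibitor wells for full effect; higher means more IMPase inhibition seen as more IP1 and lower FRET ratio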
Target sequence (P97697 whole entry, looked up): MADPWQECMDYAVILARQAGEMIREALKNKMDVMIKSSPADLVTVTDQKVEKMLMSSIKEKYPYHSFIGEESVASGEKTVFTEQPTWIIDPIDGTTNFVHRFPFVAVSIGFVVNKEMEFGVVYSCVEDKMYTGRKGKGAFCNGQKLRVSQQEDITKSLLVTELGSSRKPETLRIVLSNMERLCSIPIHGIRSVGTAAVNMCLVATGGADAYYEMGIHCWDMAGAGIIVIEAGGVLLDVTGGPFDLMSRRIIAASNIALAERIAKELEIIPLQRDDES
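Cellular IMPase inhibition is scored as a rise in cytosolic IP1, detected by competitive TR-FRET between d2-labelled IP1 and a europium anti-IP1 antibody. M1-expressing CHO cells were stimulated with carbachol for 30 min at 37C, with lithium (50 mM LiCl) present in the buffer.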
PNC assembly inh: perinucleolar compartment assembly inhibition. PC3M PTB-GFP, PNC prevalence imaging, 16 h; hits give low values. activity change (PNC), negative = inhibition, % at 10 µM. 140,000 tested, 3.1% active. AID 2417;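 active means readout at or below -70, meaning at least 70% loss of cells showing the perinucleolar compartment, a nuclear body marking cancer cells; inconclusive means readout between -30 and a set limit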;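 further: plate controls were DMSO wells for no effect and camptothecin positive control wells for full effect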
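PC3M cells stably expressing PTB-GFP, 750–1000 cells/well, treated 16 h at 37 °C with compound (23 nl of library stock), in duplicate. After paraformaldehyde fixation and Hoechst stain, imaged at 20x; PNC prevalence scored by image analysis.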
12-hLO inh: inhibitors of human 12-lipoxygenase (ALOX12). P18054. purified 12-hLO, xylenol orange hydroperoxide absorbance. Potency, µM (top dose mostly 57.1 µM), for the others: at the highest dose activity change, negative = inhibition, usual class: inhibitors. 150,000 tested, 0.12% active; further: potency means the concentration at half of the fitted maximal effect; nearly all actives have a fitted effect of over 55% in size; many of its hits are not listed in these tables
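Hydroperoxide output read as Fe(III)-xylenol orange absorbance, 573-to-405 nm ratio, after 30 min reaction with 40 uM arachidonic acid. Enzyme: 150 nM purified human 12hLO, 15 min compound preincubation; 25 mM Hepes pH 7.0, room temperature.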
ALOX15B inhib: 15-hLO-2 (ALOX15B) enzyme inhibition; O15296; purified 15hLO-2, xylenol orange hydroperoxide absorbance; AID 881; 110,000 tested, 0.56% active; Potency, µM (titrated, usually from 57.1 µM), inactives show at the highest dose activity change, negative = inhibition, hits mostly inhibitors; further: potency means the concentration at half of the fitted maximal effect; nearly all actives have a fitted effect of over 60% in size; many of its hits are not listed in these tables
Target sequence (O15296 whole entry, looked up): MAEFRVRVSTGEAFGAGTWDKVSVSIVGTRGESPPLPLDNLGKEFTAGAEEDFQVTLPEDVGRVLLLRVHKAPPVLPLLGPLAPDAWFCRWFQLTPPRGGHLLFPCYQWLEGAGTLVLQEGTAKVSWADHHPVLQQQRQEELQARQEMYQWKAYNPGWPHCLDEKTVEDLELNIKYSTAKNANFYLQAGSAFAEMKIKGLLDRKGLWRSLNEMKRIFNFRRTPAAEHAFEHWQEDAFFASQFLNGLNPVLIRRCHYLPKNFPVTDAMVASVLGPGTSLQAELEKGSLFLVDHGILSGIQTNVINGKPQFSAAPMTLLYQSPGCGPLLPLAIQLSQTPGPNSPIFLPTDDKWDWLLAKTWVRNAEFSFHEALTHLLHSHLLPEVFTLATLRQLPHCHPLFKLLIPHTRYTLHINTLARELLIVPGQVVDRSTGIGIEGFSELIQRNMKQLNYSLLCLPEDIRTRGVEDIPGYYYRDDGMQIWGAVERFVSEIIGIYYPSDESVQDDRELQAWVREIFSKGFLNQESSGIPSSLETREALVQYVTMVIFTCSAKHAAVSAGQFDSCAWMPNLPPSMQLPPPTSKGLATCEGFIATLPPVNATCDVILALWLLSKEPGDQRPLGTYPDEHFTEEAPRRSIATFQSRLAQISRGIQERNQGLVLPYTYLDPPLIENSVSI
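Purified human 15hLO-2 (50 nM) preincubated 15 min with compound, then 45 uM arachidonic acid for 90 min at RT in 25 mM Hepes pH 7.5, 0.01% Triton X-100. Hydroperoxide detected by Fe-xylenol orange; 573/405 nm absorbance ratio.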
The depositor's hits bear a star; ? = inconclusive; nt = no result given; [ ] = another dose, or the depositor's remark. Unless noted, the call rests on the fitted dose curve; in most records, active means well fitted curve in the direction sought with a large enough effect; inconclusive means small, poorly fitted or top-dose-only effect, or another doubt; inactive means no such curve, though single readings can be large; an effect the other way counts as inactive or inconclusive. Unless noted, on the % scale 0 is the no-effect control and ±100 the full control effect.

SMILES	IMPase inh	PNC assembly inh	12-hLO inh	ALOX15B inhib
Cc1ccc(C)c(N/N=C2\CCCNC2=O)c1	nt	32	?	nt
COc1ccc(C(=O)N2CCN(S(=O)(=O)c3ccc(Cl)cc3)CC2)cc1OC	6	?	-7%	-4%
COc1cccc(-c2cc(C(=O)Nc3ccc([N+](=O)[O-])cn3)c3ccccc3n2)c1	nt	11	2%	nt
CC1(C2(O)CC(c3ccccc3)ON2)CCCCC1 (stereo not given)	2	22	-4%	-18%
O=C(CCc1ccccc1)Nc1nc2n(n1)C(c1ccccc1)CC(=O)N2 (stereo not given)	12	14	-1%	-2%
CCOc1ccc(C(C(=O)NC2CCCC2)N(Cc2ccccc2)C(=O)c2nsc(Cl)c2Cl)cc1 (stereo not given)	2	40	-3%	-1%
COc1ccc(C/C(N)=N/n2cnnc2)cc1Cl	-1	14	-2%	10%
COc1ccc(S(=O)(=O)Nc2ccccc2C(=O)Nc2nc(-c3ccc(F)cc3)cs2)cc1OC	nt	3	-1%	nt
N#Cc1ccc(-n2nccc2-c2cnc3n(c2=O)CCS3)cc1	5	0	0%	3%
CC(CCc1ccccc1)NC(=O)CN1CCN(Cc2ccc(Cl)cc2)C1=O (stereo not given)	7	-13	-9%	9%
CC1(C)CC(CCC(=O)Nc2ccc(S(N)(=O)=O)cc2)C(=O)O1 (stereo not given)	0	-12	-4%	0%
COc1ccc(C(=O)NNC2CC(=O)N(Cc3ccccc3)C2=O)cc1OC (stereo not given)	10	-21	7%	nt
NC(=O)c1ccc(-n2nnnc2Oc2ccccc2)cc1	8	-9	-3%	-4%
COc1cc(CO)cc(Br)c1OCC(=O)N1CCCCC1	-1	18	-3%	0%
O=C(NCc1ccc(Cl)cc1)c1cnn2ccccc12	-5	20	-1%	2%
O=C(Cc1cccc2ccccc12)Nc1nnc(-c2cccc([N+](=O)[O-])c2)s1	nt	2	0%	nt
COC(=O)c1cccc(C(=O)Nc2ccc(C)cc2)n1	0	?	-4%	-4%
COc1cc2c(cc1NC(=O)c1cc(-c3cccnc3)nc3ccc(C)cc13)oc1ccccc12	-3	6	0%	34%[activator]
COc1ccccc1-c1cnnc(N/N=C/c2ccc(-c3cccc(Br)c3)o2)n1	7	88	-2%	nt
CC(=O)n1cc(/C=N/NC(=O)c2sc(C)nc2C)c2ccccc21	4	9	2%	-4%
COc1cccc(NC(=O)c2nc3ncccn3n2)c1	-2	25	0%	1%
CC(C)C[C@H](NC(=O)OC(C)(C)C)c1nnc(SCc2ccccc2)o1	9	29	0%	-4%
O=c1ccc2cc(S(=O)(=O)N3CCOCC3)ccc2o1	-5	?	1%	-4%
CC(=O)Nc1ccc(NC(=O)COc2ccc(Br)cc2C)cc1	nt	67	2%	nt
COc1ccccc1NC(=O)Nc1nnc(-c2ccco2)s1	-24	48	3%	-5%
SMILES	IMPase inh	PNC assembly inh	12-hLO inh	ALOX15B inhib
CCCc1nn(C)c2c1C(c1cccnc1)C(C#N)=C(N)O2 (stereo not given)	-8	-1	3%	-5%
Cc1ccccc1NC(=O)N1CCCC(c2nc(-c3ccc(F)cc3)no2)C1 (stereo not given)	5	?	-2%	-6%
O=C(O)c1ccc(S(=O)(=O)N2CCC(c3nc(-c4ccccc4Cl)no3)CC2)cc1	1	22	-1%	-8%
CCC(=O)Nc1cc2c(cc1C(=O)c1ccccc1)OCCO2	11	3	0%	3%
CCOC(=O)C1=C(CN2CCc3ccccc32)NC(=O)NC1c1cccc([N+](=O)[O-])c1 (stereo not given)	4	-26	-18%	-11%
CCC(c1nnnn1C(C)(C)C)N(CCOC)Cc1cc2cccc(C)c2n2nnnc12 (stereo not given)	0	24	-5%	-7%
Cc1ccc(NC(=O)CSc2nnc(C(F)(F)F)n2C)cc1[N+](=O)[O-]	1	-8	2%	nt
Cc1cccc(N/C=C/C(=O)c2cccs2)c1C	-2	-22	-6%	nt
Cc1cccc(-c2cc(C(=O)Nc3sc(C)c(C)c3C(N)=O)c3ccccc3n2)c1	6	55	-14%	-6%
COc1ccc(/C=N/NC(=O)c2ccc(NC(=O)c3ccccc3Br)cc2)cc1	nt	23	5%	nt
O=C(NCCc1nc2ccccc2[nH]1)/C(=C/c1ccc2c(c1)OCO2)NC(=O)c1ccccc1Cl	nt	?	-1%	nt
O=C(O)Cc1ccc(NC(=O)C2CCCCC2C(=O)O)cc1 (stereo not given)	5	-9	0%	9%
CCCOc1ccc(C(=O)C(c2ccccc2)N2CCOCC2)cc1 (stereo not given)	7	-6	-5%	-1%
CC(CCc1ccccc1)NC(=O)C(=O)Nc1ccccc1 (stereo not given)	nt	?	0%	nt
Cc1sc2ncnc(N3CCCCC3)c2c1C	4	0	2%	-8%
Cc1c(NS(=O)(=O)c2ccc(NC3CCCC3)c([N+](=O)[O-])c2)c(=O)n(-c2ccccc2)n1C	-8	-16	0%	nt
CCc1ccc(OCC(=O)N/N=C/c2cc([N+](=O)[O-])ccc2N2CCOCC2)cc1	7	?	-5%	nt
CCCOc1c(Cl)cc(C(=O)Nc2ccc3c(c2)OCO3)cc1OCC	4	-1	-5%	-1%
COC(=O)c1cc2n(n1)CCN(Cc1ccc(F)cc1)C2=O	-4	?	2%	-1%
Oc1[nH]c2ccccc2c1N=Nc1ccccc1F	nt	?	2%	nt
O=C(Nc1cc(S(=O)(=O)N2CCOCC2)ccc1Cl)C(=O)c1c(-c2ccccc2)cc2ccccn12	2	18	-5%	-13%
CCOC(=O)c1ccc(S(=O)(=O)N2CCN(CC(=O)NC(=O)NC3CCCCC3)CC2)cc1	-12	-13	-6%	26%
CSc1ccccc1NC(=O)C1CCCO1 (stereo not given)	5	5	-3%	-17%
COCCNC(=O)CN1CCC(NC(=O)C(C)(C)C)CC1	0	-15	-2%	-4%
CCn1cc(C(=O)NCc2ccc(OC)cc2OC)c(=O)c2ccc(C)nc21	4	-15	5%	4%
SMILES	IMPase inh	PNC assembly inh	12-hLO inh	ALOX15B inhib
CCSc1nc2ccccc2n1C(=O)Oc1ccccc1	20	-13	0%	nt
COc1ccc(-n2c(COc3ccc(C)cc3)nnc2SCC(N)=O)cc1	?	1	-11%	-14%
O=C(NCc1ccco1)c1ccc2snnc2c1	-13	379	-1%	nt
c1ccc(COc2ccc(OCCCCN3CCCC3)cc2)cc1	14	5	4%	nt
C=CCOC(=O)C1=C(C)Nc2nnnn2C1c1cccs1 (stereo not given)	3	?	-7%	-7%
COC(=O)c1[nH]c2ccc(C)cc2c1NC(=O)Nc1ccc(OC)cc1	-1	-22	1%	-16%
CCNC(=S)N/N=C(\C)c1cc2ccccc2o1	nt	61	-25%	nt
CCCn1c2c(c(O)c(C(=O)NC)c1=O)CCCC2	4	196	-8%	nt
COc1ccc(C(=O)c2ccccc2)cc1Br	?	53	0%	11%
CC(C)(C)c1ccc(C2(C)NC(=O)N(CC(=O)NCc3cccs3)C2=O)cc1 (stereo not given)	nt	?	2%	nt
COc1ccc(OCCNc2cc(N3CCOCC3)ccc2[N+](=O)[O-])cc1	3	2	-5%	-11%
Cc1ccc(NC(=O)c2noc3c2CCCCC3)cc1C	-17	40	0%	-5%
CCN(CC)c1ccc(/C=N/NC(=O)c2ccco2)cc1	nt	-94*	0%	nt
CCOc1ccccc1NC(=O)Cn1c(C)cc(COC)c(C#N)c1=O	-1	6	-4%	-3%
Cc1nn(Cc2ccc(C(=O)N3N=C(C(F)F)CC3(O)C(F)F)cc2)c(C)c1[N+](=O)[O-] (stereo not given)	8	?	-6%	6%
NNC(=O)c1ccc(COc2ccc3c(c2)CCC3)o1	-5	2	-2%	nt
C/C(=N/NS(=O)(=O)c1ccc(F)cc1)c1ccc(NC(=O)c2ccc(C)o2)cc1	-2	-25	-3%	-5%
O=C1C2C(C(=O)N1/N=C/c1ccc([N+](=O)[O-])o1)C1C=CC2C12CC2 (stereo not given)	nt	32	-5%	nt
CCN1CCN(C(C)C(=O)Nc2c(C)n(C)n(-c3ccccc3)c2=O)CC1 (stereo not given)	9	27	-6%	-15%
O=C(Cn1cnc2ccccc2c1=O)NCCC(=O)Nc1ccc2c(c1)OCCO2	1	16	-12%	-10%
Cc1c(NC(=O)C2CC(c3c(F)cccc3Cl)=NO2)c(=O)n(-c2ccccc2)n1C (stereo not given)	-2	?	-3%	16%[2.29 µM]
Cc1cc(NC(=O)c2ccc(NC(=O)C(C)C)cc2)no1	-1	22	0%	-7%
COc1ccccc1NCCC(=O)OCC(=O)NC1CCCCC1	1	?	-2%	nt
O=C(O)COc1ccc(-c2nnn(CC(=O)O)n2)cc1	?	15	-1%	0%
O=C1Nc2cc(C(=O)N3CCc4ccccc4C3)ccc2S/C1=C\c1ccccc1	nt	-13	-2%	nt
SMILES	IMPase inh	PNC assembly inh	12-hLO inh	ALOX15B inhib
O=C(NCCO)c1ccc2[nH]c3c(c2c1)CCCC3	4	-18	-6%	-4%
O=C(CSCc1ccccc1)NC1CCSC1=O (stereo not given)	1	16	0%	-11%
CCOCCn1c(N(C)Cc2ccccc2)nc2c1c(=O)[nH]c(=O)n2C	6	0	-5%	-1%
O=C(N/N=C/c1ccco1)C1CC1c1ccccc1 (stereo not given)	0	-2	-1%	nt
Cc1ccc(NC(=O)c2ccc(CN3CCc4ccccc4C3)cc2)cc1	0	13	1%	5%
O=C1Nc2ccc([N+](=O)[O-])cc2C1(O)N1CCCCCC1 (stereo not given)	-9	62	-8%	-26%
CCOCCn1c(SCc2c(F)cccc2Cl)nc2c1c(=O)[nH]c(=O)n2C	-2	-13	1%	-3%
Cc1ccc(-c2cc(C(F)F)n3ncc(C(=O)N4CCN5CCCC5C4)c3n2)cc1 (stereo not given)	21	-4	-5%	4%
CCOC(=O)C1=C(C)Nc2nc(C)nn2C1c1ccc(OC)c(OC)c1 (stereo not given)	nt	4	1%	nt
Cc1ccccc1-n1nc2c(c1NC(=O)c1cccc(F)c1)CS(=O)C2 (stereo not given)	5	-18	-5%	4%
C=CCNC(=O)NC(=O)COC(=O)/C(C#N)=C/c1cc(C)n(CCC(C)C)c1C	6	30	-1%	0%
Cc1sc(NC(=O)c2ccco2)c(C(c2cccnc2)N2CCC(C)CC2)c1C (stereo not given)	12	?	-4%	50%[activator]
COCCNc1nc(-c2cc3ccccc3o2)cs1	nt	-29	1%	nt
COc1cc(NC(=S)Nc2ccccn2)cc(OC)c1	nt	-2	?	nt
NC(=O)[C@@H]1CCCN1	nt	nt	1%[0.00818 µM]	-3%[0.0915 µM]
Cc1ccc(Nc2nc(N)nc(CSC(=S)N3CCN(c4ccccc4)CC3)n2)cc1	-1	?	-5%	nt
CCCCC(=O)NCCc1cc2c(OC)ccc(OC)c2[nH]c1=O	-7	52	-2%	8%
CC(C)=CCc1c(O)ccc(C(=O)Cc2ccccc2)c1O	10	32	-10%	6%

These rows are one share of the data; rates above refer to the full screens.
